Screening data deposited in PubChem by National Center for Advancing Translational Sciences (NCATS).
TDP-43 yeast inh: rescues yeast growth from TDP-43 toxicity | TDP-43 expressing yeast growth rescue, BacTiter-Glo, 24 h | Potency, µM (highest dose often 46.1 µM), for the others: at the highest dose growth rescue (activation), hits mostly activators | actives 1.8% (n = 410,000) | AID 652104; note: % of control where 0% means no effect; nearly all actives have a fitted effect of over 50% in size
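Yeast expressing TDP-43 (pregrown in raffinose, seeded at OD600=0.02 in galactose medium) exposed to compounds 24 hr at 30 deg C. Growth read by BacTiter-Glo luminescence; rescue of toxicity appears as increased signal.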
HT1080 IDH1KD tx: HT-1080 IDH1 knockdown cell toxicity (counter line); HT-1080 IDH1 knockdown viability, ATP luminescence, 48 h; Potency, µM (series often up to 46.1 µM), for inactives: at the highest dose activity, negative = toxicity, usual class: cytotoxic; actives 2% (n = 360,000);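 note: 0% = DMSO wells and -100% = cell-free medium wells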
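HT-1080-IDH1KD cells (IDH1 knocked down), 750/well in RPMI with 5% FBS, treated with compound 48 h at 37 degrees C. Viability by CellTiter-Glo luminescence, normalised to DMSO and no-cell wells; concentration-response curves classed.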
GLP1R cytotox: cytotoxic in the GLP-1 receptor inverse agonist counter-screen | actives 0.13% (n = 410,000) | Potency, µM (series often up to 38.3 µM), for inactives: top-dose activity change, negative = inhibition, actives largely listed as inhibitors | AID 624418 | HEK293 cAMP-luciferase reporter cells, luminescence, 24 h;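 note: loss of luciferase light is scored as toxicity; % is set by controls: 0 for no effect and ±100 for the full control effect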
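Quantitative HTS format, 1536 wells, 200 cells/uL seeded. Compounds: 23 nL, 24 h, 37 °C. Detection: luciferase reagent, luminescence at 12 min RT; decreased signal taken as cytotoxic.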
GLP-1R inv ag: acts as inverse agonist at human GLP-1 receptor; P43220; HEK293 GLP-1R CRE-luciferase, luminescence, 24 h; GLP-1R form is constitutively active; Potency, µM (top dose mostly 38.3 µM), for inactives: top-dose activity change, negative = inhibition, most hits filed as inhibitors; actives 1.6% (n = 410,000); AID 624417; note: % is set by controls: 0 for no effect and ±100 for the full control effect; nearly all actives have a fitted effect of over 55% in size
Target sequence (P43220 whole entry, looked up): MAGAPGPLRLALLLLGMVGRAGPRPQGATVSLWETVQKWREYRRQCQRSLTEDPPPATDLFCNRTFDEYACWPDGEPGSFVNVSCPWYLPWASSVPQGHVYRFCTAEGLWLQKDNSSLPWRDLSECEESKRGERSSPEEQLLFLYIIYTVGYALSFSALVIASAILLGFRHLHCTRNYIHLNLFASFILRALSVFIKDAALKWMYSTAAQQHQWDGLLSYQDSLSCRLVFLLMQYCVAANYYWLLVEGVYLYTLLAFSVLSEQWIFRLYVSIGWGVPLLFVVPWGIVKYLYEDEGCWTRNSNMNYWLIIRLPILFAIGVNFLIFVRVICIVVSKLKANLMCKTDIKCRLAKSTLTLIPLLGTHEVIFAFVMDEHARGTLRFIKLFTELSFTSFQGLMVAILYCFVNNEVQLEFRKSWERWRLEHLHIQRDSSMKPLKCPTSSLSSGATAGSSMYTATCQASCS
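HEK293 cells stably co-expressing constitutively active GLP-1R and a cAMP-responsive luciferase reporter were seeded in DMEM with 10% Nu serum, given compounds after 12 h, and incubated 24 h at 37 deg C. Luminescence was then read.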
SW480 rereplic: inducers of DNA re-replication in SW480 colon cancer cells. SW480 DNA re-replication, Hoechst DNA content imaging, 48 h. Potency, µM (titrated, usually from 46.1 µM), inactives show top-dose re-replication activation, usual class: activators. actives 1.8% (n = 340,000); note: % of control where 0% means no effect; nearly all actives have a fitted effect of over 55% in size
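Image-based read-out: total Hoechst fluorescence of nuclei (405 nm excitation, 500-530 nm emission), with hits raising the fraction of high-intensity nuclei. SW480 colon cells incubated 48 hr with compounds at 37 C.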
HT1080NT lethal: kills 2HG-producing HT-1080-NT fibrosarcoma cells; HT-1080-NT fibrosarcoma viability, CellTiter-Glo ATP luminescence, 48 h; Potency, µM (series often up to 46.1 µM), inactives show at the highest dose activity, negative = less viability, most hits filed as cytotoxic; actives 1.6% (n = 360,000); AID 686970;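 note: NT is the 2HG producing partner of a matched IDH1 knockdown line; 0% = DMSO-treated cells and -100% = media-only wells without cells; nearly all actives have a fitted effect of over 55% in size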
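Viability by CellTiter-Glo luminescence after 48 h compound exposure at 37C of HT-1080-NT cells (750/well, RPMI, 5% FBS). % activity scaled between DMSO wells and medium-only wells, then curve-fitted and categorized by curve class.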
KB-V1 cytotox: kills drug-selected multidrug resistant KB-V1 cells | KB-V1 MDR cells viability, CellTiter-Glo, 72 h | AID 1347076 | actives 3.4% (n = 400,000) | Potency, µM (top dose mostly 46.1 µM), inactives show at the highest dose activity change, negative = cytotoxicity, usual class: cytotoxic; note: % is set by controls: 0 for no effect and ±100 for the full control effect; nearly all actives have a fitted effect of over 60% in size
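Readout: CellTiter-Glo luminescence, 10 min after addition. Cells: KB-V1 MDR subline, 72 h at 37 degrees C with compound. Analysis: corrected, normalized data fitted to concentration-effect curves.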
KB-3-1 cytotox: kills parental KB-3-1 adenocarcinoma cells; actives 1.4% (n = 400,000); KB-3-1 viability, CellTiter-Glo ATP luminescence, 72 h; Potency, µM (top dose mostly 46.1 µM), for inactives: at the highest dose activity change, negative = cytotoxic, hits mostly cytotoxic; AID 1347075; note: % is set by controls: 0 for no effect and ±100 for the full control effect; nearly all actives have a fitted effect of over 60% in size
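Luminescent ATP read-out (CellTiter-Glo) measures survival of drug-naive KB-3-1 cells after 72 h compound exposure at 37 °C. Titration series was screened from lowest to highest concentration, with DMSO vehicle plates as background controls.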
GLP1R ag: GLP-1 receptor (human) agonism | P43220 | HEK293 GLP-1R CRE-luciferase, luminescence, 4-6 h; cells express a hypersensitive GLP-1R form | Potency, µM (highest dose often 45.6 µM), for inactives: top-dose activation, hits mostly activators | actives 0.007% (n = 380,000); note: % of control where 0% means no effect
An asterisk follows results filed as active; ? = inconclusive; · = not tested or not shown; & = joins results of further samples; [ ] = another dose, or the depositor's remark. Calls come from the whole dose curve; as a rule, active = well fitted curve in the direction sought with a large enough effect; inconclusive = small, poorly fitted or top-dose-only effect, or another doubt; inactive = no such curve, though single readings can be large; an effect the other way counts as inactive or inconclusive. Potency is the fitted concentration of half-maximal effect.

Below each compound – TDP-43 yeast inh, HT1080 IDH1KD tx, GLP1R cytotox, GLP-1R inv ag, SW480 rereplic, HT1080NT lethal, KB-V1 cytotox, KB-3-1 cytotox, GLP1R ag
COC(=O)C1CC(C(=O)OC)C2C(C(=O)OC)CC(C(=O)OC)C12 (stereo not given)
 : -1%, 19%, -9%, 5%, -3%, 0%, 0%, 8%, 5%
Cc1ccc(NC2=C(Cl)C(=O)c3ccccc3C2=O)cc1
 : 15%, -6%, -16%, 50%[activator], 4.1µM*, 3%, -28%, ?, -12%
CN(C)c1cccc(C(=O)NCc2ccccc2Cl)c1
 : 2%, 3%, -6%, ?, 12%, 1%, -9%, -4%, 20%
COC(=O)C1(CCSC)NC(c2ccc(OC)cc2OC)C2C(=O)N(c3cccc(C(C)=O)c3)C(=O)C21 (stereo not given)
 : 10%, -2%, -17%, 8%, -16%, 6%, -16%, 11%, 6%
O=S(=O)(Nc1ccccc1C(F)(F)F)c1ccc(N2CCCCS2(=O)=O)cc1
 : 2%[9.22 µM], ·, -14%, -12%, ·, ·, -18%, -7%, ·
C/C=C/C=N/Nc1nc(C)cc(=O)[nH]1
 : -19%, 27%, 6%, 48%[activator], 8%, 29%, 1%, -2%, -1%
O=C(O)/C=C\c1ccccc1Oc1ccc(F)cc1
 : 0%, -3%, 13%, 11%, -11%, -2%, -1%, -6%, -2%
COc1cc(C2NC(=O)N(C)C3=C2C(=O)N(c2ccccc2)C3)ccc1O (stereo not given)
 : 21%, ·, 3%, 18%, ·, ·, -3%, 14%, 6%
CCOC(=O)c1ccc(S(=O)(=O)NNC(=O)COc2ccccc2C)cc1
 : 21%, -25%, -10%, 5%, 6%, -29%, 6%, 16%, -1%
CCOC(=O)CSc1nc2ccccc2c(=O)n1CCc1ccc(OC)c(OC)c1
 : 25%, ·, 28%, -2%, ·, ·, 2%, -10%, ·
CCOC(=O)C1C(=O)C=C(c2cccs2)CC1c1ccccc1 (stereo not given)
 : 7%, 14%, -1%, ?, 0%, 18%, ?, 13%, 17%
O=C(O)c1cc(NS(=O)(=O)c2ccc(N3CCOCC3)c([N+](=O)[O-])c2)cc(C(=O)O)c1
 : 3%, 19%, 1%, 9%, -5%, 5%, 19%, -3%, -3%
COc1cccc(N(C(=O)c2snc(C(N)=O)c2N)C(C(=O)NCc2ccccc2)c2ccc(O)cc2)c1 (stereo not given)
 : -7%, -4%, 4%, 37%[activator], 21%, -17%, -9%, -16%, 15%
CCN(C[C@H]1N[C@@](C)(C(=O)OC)[C@H]2C(=O)N(Cc3ccccc3)C(=O)[C@@H]12)C(=O)Nc1ccc(Cl)cc1
 : 17%, -2%, -16%, ?, ?, -3%, 0%, 0%, -4%
Cc1ccc(CNC(=O)c2cc(=O)c3ccc(C)cc3o2)cc1
 : -7%, -12%, 3%, 1%, ?, -15%, -5%, 2%, 1%
Cc1c(CCC(=O)NCCC(=O)O)c(=O)oc2c(C)c3oc4c(c3cc12)CCCC4
 : 16%, 0%, -21%, 13%, -6%, 1%, 26%, 1%, 1%
CCn1nc(C)cc1-c1nnc(SCC(=O)Nc2ccccc2)n1CCCOC
 : -10%, 10%, 33%[activator], 9%, 2%, 8%, ?, -10%, 3%
CN(Cc1ccccc1)C(=O)c1ccccc1C(=O)O
 : 11%, 14%, -9%, 0%, -16%, 5%, 18%, 17%, 0%
Nc1c(-c2cccs2)cnn1-c1nc(-c2ccc(F)cc2)cs1
 : 11%, -3%, 5%, -16%, 0%, -6%, 0%, 0%, 2%
COCCCN1C(=O)/C(=C\c2cccs2)C(C(=O)OC)=C1C
 : 2%, 1%, -12%, 11%, -2%, 5%, -4%, -1%, -2%
Cc1cccc(NC(=O)c2cc3c(=O)n4ccccc4nc3n(CC(C)C)c2=N)c1
 : 3%, 5%, 2%, 3%, -1%, -2%, 0%, -1%, 7%
CCC1CCCCN1CCCNC(=O)CCCOc1cc(=O)n(C)c2ccccc12 (stereo not given)
 : -31%[inhibitor], 7%, -5%, 0%, 1%, -1%, 8%, 0%, 11%
Cc1nc(-[n+]2nc(-c3ccncc3)nn2-c2ccccc2)sc1C
 : -31%[inhibitor], 10µM*, ?, ?, ·, 26µM*, ?, ?, -4%
N/C(=N\OC(=O)c1cccnc1)c1ccc(Cl)cc1Cl
 : 15%, 25%, 5%, 23%, -1%, 25%, 5%, 7%, 21%
Cc1cc(C)c(NC(=O)CSc2ccc(-c3cccnc3)nn2)c(C)c1
 : ·, -1%, 19%, 11%, ?, 0%, -10%, 5%, 5%
C=CCn1c(SCC(N)=O)nc2nc3c(cc2c1=O)COC(C)(C)C3
 : -9%, 14%, 2%, 12%, 26%, 22%, 0%, 12%, 1%
CCc1ccc(C(=O)NNC(=O)c2n[nH]c(=O)c3ccccc23)cc1
 : -5%, -2%, 5%, 1%, -15%, -8%, -4%, -13%, -5%
COc1ccc(Cn2c(=O)[nH]c3cc(C(=O)NCCc4ccc(S(N)(=O)=O)cc4)ccc3c2=O)cc1
 : -23%, -1%, 0%, 13%, -8%, 2%, 5%, 17%, 5%
O=C(COc1cccc(F)c1)Nc1nc(-c2ccccn2)cs1
 : -50%[inhibitor], ?, -20%, ?, ·, -21%, ?, ?, -3%
CCc1cccc(NS(=O)(=O)c2c(C)n[nH]c2C)c1
 : 2%, 7%, 3%, -24%, -5%, 12%, -3%, 15%, -8%
COc1cccc2cc(C(=O)NCc3ccccn3)c(=O)oc12
 : -8%, 18%, -8%, 35%[activator], -13%, 20%, 10%, 11%, 2%
CCn1cc(C(=O)N2CCc3ccccc32)c(=O)c2cc(S(=O)(=O)N3CCCC3)ccc21
 : 14%, 3%, -11%, 7%, -3%&1%, -1%, 4%, -2%, -1%
O=S(=O)(NCc1cc(-c2ccccc2)no1)c1ccccc1Cl
 : -9%[9.22 µM], 6%, 0%, 9%, ?, 14%, ?, 7%, 14%
CCCC1CCc2[nH]nc(C(=O)NN)c2C1 (stereo not given)
 : 9%, -8%, 1%, -6%, 9%, 0%, ?, ?, -2%
Brc1ccc(CN2C3=NCCCN3c3ccccc32)cc1
 : 7%, -20%, 7%, ?, 20%, -15%, -2%, -29%, -3%
Cc1nnc(SCc2cc([N+](=O)[O-])cc3c2OCOC3)n(N)c1=O
 : -3%, 0%, -10%, 12%, -18%, -3%, -14%, -2%, -2%
CC(C)Cn1c(SCC(=O)N2CC(=O)Nc3ccccc32)nc2ccccc21
 : -10%, 2%, 1%, 22%, ?, 10%, 10µM*, 1%, 20%
CCCCNCc1nc2ccccc2c(=O)[nH]1
 : -15%, 2%, ?, ?, 27%, -5%, 0%, -3%, 10%
CC(=O)c1ccc(OC(=O)c2c(-c3ccccc3Cl)noc2C)cc1
 : 1%, ·, 7%, 0%, ·, ·, -16%, 9%, ·
CC1=C(C(=O)Nc2ccc(C)cc2C)C(CC(C)C)n2nc(SCc3ccccc3C)nc2N1 (stereo not given)
 : 5%, ·, 3%, 15%, ·, ·, ?, -2%, -1%

Single records (already shown). Screens in order: TDP-43 yeast inh, HT1080 IDH1KD tx, GLP1R cytotox, GLP-1R inv ag, SW480 rereplic, HT1080NT lethal, KB-V1 cytotox, KB-3-1 cytotox, GLP1R ag
`Cc1cccc(NC(=O)c2cc3c(=O)n4ccccc4nc3n(CC(C)C)c2=N)c1` reads 3%, 5%, 2%, 3%, -1%, -2%, 0%, -1%, 7%
`CC1=C(C(=O)Nc2ccc(C)cc2C)C(CC(C)C)n2nc(SCc3ccccc3C)nc2N1` (stereo not given) reads 5%, ·, 3%, 15%, ·, ·, ?, -2%, -1%
`COc1ccc(Cn2c(=O)[nH]c3cc(C(=O)NCCc4ccc(S(N)(=O)=O)cc4)ccc3c2=O)cc1` reads -23%, -1%, 0%, 13%, -8%, 2%, 5%, 17%, 5%
`CC(=O)c1ccc(OC(=O)c2c(-c3ccccc3Cl)noc2C)cc1` reads 1%, ·, 7%, 0%, ·, ·, -16%, 9%, ·
`COCCCN1C(=O)/C(=C\c2cccs2)C(C(=O)OC)=C1C` reads 2%, 1%, -12%, 11%, -2%, 5%, -4%, -1%, -2%

Single values from the list.
Entry for `CCCC1CCc2[nH]nc(C(=O)NN)c2C1` (stereo not given) in TDP-43 yeast inh: 9%
Entry for `CC1=C(C(=O)Nc2ccc(C)cc2C)C(CC(C)C)n2nc(SCc3ccccc3C)nc2N1` (stereo not given) in GLP1R cytotox: 3%

(list continues)
Below each compound – TDP-43 yeast inh, HT1080 IDH1KD tx, GLP1R cytotox, GLP-1R inv ag, SW480 rereplic, HT1080NT lethal, KB-V1 cytotox, KB-3-1 cytotox, GLP1R ag
Cc1cc(C)nc(NC(=O)c2cccc(Cl)c2)n1
 : 22%, 22%, 3%, 5%, 1%, 15%, -30%, 9%, 0%
COc1ccc(Oc2nc3c(c(=O)n(Cc4ccccc4Cl)c(=O)n3C)n2C)cc1
 : 0%, ·, -3%, 11%, ·, ·, ?, ?, ·
COc1cc(OC)cc(C(=O)Nc2nc(CC(=O)NCCc3ccccc3)cs2)c1
 : 10%, 1%, -4%, ?, -2%, -2%, ?, -2%, 9%
O=C(CSc1nc(-c2ccco2)cc(C(F)(F)F)n1)NC1CCCCCCC1
 : -5%, -4%, ?, -12%, -1%[9.22 µM], -23%, -6%, -6%, -10%
Cc1noc(C)c1COc1ccccc1C(=O)NCCc1ccc(S(N)(=O)=O)cc1
 : 14%, 21%, -3%, 6%, -2%, 6%, 0%, 15%, 8%

The order is random; overall some 9.4% were active at least once.
